ANO1 block = blocks the mouse calcium-activated chloride channel TMEM16A; HEK293 TMEM16A/YFP iodide influx fluorescence, ionomycin; normalized B-score (activity score, 25-100; higher = stronger inhibition) at 10 µM; 310,000 compounds, 1.2% hits;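 active = ratio plate-corrected score three or more library SD toward inhibition, starting fluorescence score within five deviations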;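 also: score derived from kinetic fluorescence span divided by baseline fluorescence per well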
ANO1 activ = activates or potentiates the mouse TMEM16A chloride channel; B-score at 10 µM; HEK293 TMEM16A/YFP-H148Q/I152L, iodide quench fluorescence; hits give low values; Q8BHY3; 340,000 compounds, 0.3% hits;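 active = fluorescence-ratio B-score plate-corrected deviation score at least 3 library SD below zero, with starting fluorescence score within 5 deviations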;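 also: channel opened by trigger with iodide after compound preincubation; score built on the fluorescence ratio of max minus min over baseline; more negative score means more quench and so TMEM16A activation or potentiation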
MrgX1 ag = agonists of human MrgX1 receptor; Q96LB2; MrgX1-HEK293 cells, Fluo-4 calcium fluorescence, agonist mode; hits give high values; B-score at 10 µM; 310,000 compounds, 0.44% hits; AID 588627;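 active = calcium response B-score plate-corrected fluorescence ratio at least 3 library SD, with starting fluorescence B-score inside 5 SD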
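times = overnight plating, then 30 min 37 °C plus 30 min room-temperature dye loading | assay system = stable human MrgX1 HEK293 cell line | input = fifteen thousand cells per well | signal = kinetic calcium dye fluorescence, Fluo-4 NW | dosing = compound delivered in addition one of three | read-out = B-scored fluorescence response ratio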
RGS4 inh = inhibitors of human RGS4. AID 463165. P49798. 310,000 compounds, 0.45% hits. HEK293 M3R/RGS4 inducible, Fluo-4 calcium flux; hits give high values; triggered by carbachol at its EC20. B-score at 10 µM;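 active = B-score, a plate-corrected calcium signal, over three deviations above library mean, with baseline fluorescence within five deviations of library mean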;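 also: RGS4 expression induced by doxycycline in cells with stable M3 receptor; B-score is computed from the integrated fluorescence ratio over baseline after carbachol; higher B-score means a larger calcium signal and so more RGS4 inhibition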
TRPC4 potent = TRPC4 (mouse) allosteric potentiation; B-score at 10 µM; Q9QUQ5; 310,000 compounds, 0.42% hits; AID 2227; HEK293 TRPC4beta/mu-opioid, DAMGO EC20, Fluo-4 Ca2+ flux; hits give high values;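 active = B-score of calcium response area above 5 SD of library B-scores, with initial fluorescence ratio within 5 SD of library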;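 also: B-score of integrated fluorescence ratio over time as area under calcium response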
Target sequence (Q9QUQ5 whole entry, looked up): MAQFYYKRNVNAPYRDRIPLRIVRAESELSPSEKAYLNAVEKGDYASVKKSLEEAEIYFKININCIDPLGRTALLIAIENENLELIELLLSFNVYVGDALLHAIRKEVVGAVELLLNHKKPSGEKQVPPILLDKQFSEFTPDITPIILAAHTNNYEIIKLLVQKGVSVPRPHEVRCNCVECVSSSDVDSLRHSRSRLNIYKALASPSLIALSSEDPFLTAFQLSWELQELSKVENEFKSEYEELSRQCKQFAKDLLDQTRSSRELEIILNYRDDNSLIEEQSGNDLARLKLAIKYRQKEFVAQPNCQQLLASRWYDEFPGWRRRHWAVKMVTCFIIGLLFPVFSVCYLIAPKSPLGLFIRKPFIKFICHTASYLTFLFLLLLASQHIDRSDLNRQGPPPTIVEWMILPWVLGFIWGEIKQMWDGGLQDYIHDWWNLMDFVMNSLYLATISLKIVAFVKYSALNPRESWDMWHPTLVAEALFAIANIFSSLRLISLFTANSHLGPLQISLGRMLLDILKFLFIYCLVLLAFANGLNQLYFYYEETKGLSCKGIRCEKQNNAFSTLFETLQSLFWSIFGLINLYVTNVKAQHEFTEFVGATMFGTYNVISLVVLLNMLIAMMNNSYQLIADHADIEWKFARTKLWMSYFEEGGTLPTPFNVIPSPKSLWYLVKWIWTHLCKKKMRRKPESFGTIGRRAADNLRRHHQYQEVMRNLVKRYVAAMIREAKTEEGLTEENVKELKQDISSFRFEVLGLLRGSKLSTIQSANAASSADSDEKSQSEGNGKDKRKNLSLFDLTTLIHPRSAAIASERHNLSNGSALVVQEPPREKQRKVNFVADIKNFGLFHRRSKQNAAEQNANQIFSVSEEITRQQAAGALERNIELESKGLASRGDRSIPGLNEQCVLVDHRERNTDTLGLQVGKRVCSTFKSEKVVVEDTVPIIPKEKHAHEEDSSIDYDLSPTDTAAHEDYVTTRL
MrgX1 antagonist = blocks BAM8-22 activation of human MrgX1 receptor; MRGX1-HEK293 calcium flux, Fluo-4, BAM8-22 antagonism; hits give low values; B-score at 10 µM; 310,000 compounds, 1.3% hits; AID 588676;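 active = calcium-response B-score plate-corrected more than 3 library SD below zero, starting fluorescence within 5 deviations, no agonist response on first addition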;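 also: peak minus trough fluorescence over baseline after final BAM8-22 challenge near maximal dose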
TRPC4 inh = TRPC4 (mouse) channel inhibition; 300,000 compounds, 0.39% hits; B-score at 10 µM; HEK293 TRPC4beta/mu-opioid, DAMGO-evoked Fluo4 calcium flux; hits give low values; Q9QUQ5;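 active = B-score over 3 SD under the library average, no early fluorescence shift, positive overall ratio signal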
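Material: HEK293 cells with stable TRPC4beta plus mu-opioid receptor expression / Probe or stimulus: DAMGO in two steps, submaximal then maximal / Compound: single concentration per test compound / Technique: kinetic Fluo4 fluorescence imaging of calcium influx / Read-out: per-well B score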
TRPC6 inhibitor = blocks the mouse TRPC6 cation channel. Q61143. HEK293-TRPC6, membrane potential dye, ACh-evoked depolarization; hits give low values. B-score at 10 µM. 310,000 compounds, 1.1% hits;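 active = B-score under library mean minus 3 SD, initial fluorescence not abnormally high, positive integrated signal ratio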;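 also: B-score derived from integrated fluorescence ratio over the kinetic read; more negative B-score means stronger inhibition of depolarization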
TRPC4 act = opens the mouse TRPC4 cation channel. Q9QUQ5. HEK293 TRPC4beta/mu-opioid, Fluo4 calcium fluorescence; hits give high values. B-score at 10 µM. 310,000 compounds, 0.49% hits;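 active = B-score above 5 SD of library B-scores, and initial fluorescence ratio not above library mean plus 5 SD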;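 also: positive B-score marks a calcium rise read as TRPC4 activation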
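Assay system – TRPC4beta and mu-opioid receptor HEK293 stable cells · Measured by – Fluo4 fluorescence, kinetic · Schedule – dye loading 45 min room temperature, 110 s kinetic read · Read-out – B-scored integrated calcium fluorescence ratio · Controls – buffer and maximal DAMGO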
TRPC6 act = activates the mouse TRPC6 cation channel. HEK293-TRPC6 membrane potential dye fluorescence; hits give high values. B-score at 10 µM. Q61143. 310,000 compounds, 0.13% hits;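 active = B-score of the integrated fluorescence ratio above library mean plus 3 SD, and starting fluorescence ratio within library mean plus 5 SD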;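 also: higher score means more depolarization so channel activation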
MrgX1 PAM = human MrgX1 positive allosteric modulation, primary screen | MrgX1-HEK293, Fluo-4 calcium flux, FDSS; hits give high values | Q96LB2 | B-score at 10 µM | AID 588675 | 310,000 compounds, 0.63% hits;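 active = plate-corrected calcium response at least 3 library SD above typical, normal starting fluorescence, not activating the receptor alone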;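 also: compound read alongside a low EC10 to EC30 dose of BAM8-22 agonist; peak minus trough fluorescence over baseline measured at the second addition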
An asterisk follows results filed as active; i = inactive; · = not tested or not shown.

SMILES	ANO1 block	ANO1 activ	MrgX1 ag	RGS4 inh	TRPC4 potent	MrgX1 antagonist	TRPC4 inh	TRPC6 inhibitor	TRPC4 act	TRPC6 act	MrgX1 PAM
Cc1ccc(C(=O)N2c3ccccc3OCC2C)cc1 (stereo not given)	i	·	i	i	i	i	i	i	i	i	i
Clc1ccc(-c2nnc3sc(Cc4cccs4)nn23)c(Cl)c1	i	i	i	i	i	i	i	i	i	i	i
O=C(CN(C(=O)c1csnn1)c1ccc(Cl)cc1)NCCc1ccccc1	i	i	i	i	i	i	i	i	i	i	i
Cc1nc(N2CCN(S(=O)(=O)c3ccccc3)CC2)c2cc(-c3ccccc3)sc2n1	i	i	i	i	i	i	i	i	i	i	i
CCN(C(=O)C(C)Cl)c1ccccc1 (stereo not given)	i	i	i	i	i	i	i	i	i	i	i
CCOC(=O)C1CCN(Cc2c(F)cccc2Cl)CC1	i	i	i	i	i	i	i	i	i	i	i
C=CCn1c(C)cc(/C([O-])=C(/C(=S)Nc2ccc(OC(F)F)cc2)[n+]2ccc(N(C)C)cc2)c1C	i	i	i	i	i	i	i	i	i	i	i
CCCc1[nH][nH]c(=O)c1C(c1ccccc1)C(C#N)C#N (stereo not given)	i	i	i	i	i	i	i	i	i	i	i
NC(=O)CC1C(=O)N(c2ccccc2)C(=S)N1NC(=O)c1ccc(Br)cc1 (stereo not given)	i	i	i	i	i	i	i	i	i	i	i
CN1C(=O)NC(c2ccccc2[N+](=O)[O-])C2=C1CCCC2=O (stereo not given)	i	i	i	i	i	i	i	i	i	i	i

Results in TRPC6 act, for some of the entries so far:
compound | TRPC6 act
CCOC(=O)C1CCN(Cc2c(F)cccc2Cl)CC1 | i
C=CCn1c(C)cc(/C([O-])=C(/C(=S)Nc2ccc(OC(F)F)cc2)[n+]2ccc(N(C)C)cc2)c1C | i

Going on with the list.
SMILES	ANO1 block	ANO1 activ	MrgX1 ag	RGS4 inh	TRPC4 potent	MrgX1 antagonist	TRPC4 inh	TRPC6 inhibitor	TRPC4 act	TRPC6 act	MrgX1 PAM
CCCCOC(=O)Nc1cc(OC)c(Cl)cc1OC	i	i	i	i	i	i	i	i	i	i	i
CCCCNC(=O)N(O)C1N(/N=C/c2ccccc2O)C(=S)SC1(C)C (stereo not given)	i	i	i	i	i	i	i	i	i	i	i
CCCS(=O)(=O)N1CCn2c(nc3ccccc32)C1	i	i	i	i	i	i	i	i	i	i	i
CCOc1ccc(N2CC(C(=O)Nc3ccc4c(c3)OCO4)CC2=O)cc1 (stereo not given)	i	i	i	i	i	i	i	i	i	i	i
COc1cccc(NC(=O)CSc2nnc(-c3cc(C)[nH]n3)n2N)c1	i	i	i	i	i	i	i	i	i	i	i
Cc1ccc(CNC(=O)Nc2cccc(C)c2)cc1	i	i	i	i	i	i	i	i	i	i	i
COC(=O)C1=C(C)N=C2SCCC(=O)N2C1c1cccs1 (stereo not given)	i	i	i	i	i	i	i	i	i	i	i
CC(=O)Nc1ccccc1OCc1nnc(-c2ccc(Cl)cc2)o1	i	i	i	i	i	i	i	i	i	i	i
Cn1c(-c2ccc3c(c2)OCO3)cnc1NCc1ccccc1Cl	i	i	i	i	i	i	i	-5.3*	i	i	i
COc1cc2c(cc1NC(=O)Nc1ccc(C)cc1)oc1ccccc12	i	i	i	i	i	i	i	i	i	i	i
CCOc1ccc(C(=O)NC(=S)Nc2ccccc2OC)cc1[N+](=O)[O-]	i	i	i	i	i	i	i	i	i	i	i
COc1ccc2c(CC(=O)Nc3c(C)n(C)n(-c4ccccc4)c3=O)coc2c1	i	i	i	i	i	i	i	i	i	i	i
COc1ccc(OCC(=O)Nc2ccc(NC(=O)c3ccco3)cc2)cc1	i	i	i	i	i	i	i	i	i	i	i
Cc1ccc(C(=O)C(C)OC(=O)Cn2[nH]c(=O)c3ccccc3c2=O)cc1 (stereo not given)	i	i	i	i	i	i	i	i	i	i	i
CC(Sc1ccc(Cl)cc1)C(=O)N(C)CC(=O)Nc1ccc(N2CCOCC2)cc1 (stereo not given)	i	i	i	i	i	i	i	i	i	i	i
Cc1ccccc1OCC(=O)Nc1ccccc1CO	i	i	i	i	i	i	i	i	i	i	i
Fc1ccc(C2NCCn3cccc32)cc1 (stereo not given)	i	i	i	i	i	i	i	i	i	i	i
OCc1ccccc1OCCCN1CCC(Cc2ccccc2)CC1	i	i	i	i	i	i	i	i	i	i	i
COc1cc(N=C2C(=O)N3c4c(cccc42)C(C)=CC3(C)C)cc(OC)c1	i	i	i	i	i	i	i	i	i	i	i
CCCCOc1ccc(S(=O)(=O)Nc2cccnc2)cc1	i	i	i	i	i	i	i	i	i	i	i
COC(=O)Cn1cnc2c(nnn2-c2ccc(OC)cc2)c1=O	i	i	i	i	i	i	i	i	i	i	i
CCOC(=O)c1ccc(NC(=O)COc2ccccc2OC)cc1	i	i	i	i	i	i	i	i	i	i	i
CCCNc1ncnc2onc(C)c12	i	i	i	i	i	i	i	i	i	i	i
O=C(c1cccc(C(F)(F)F)c1)C1CCCN(C(=O)/C=C/c2cnc[nH]2)C1 (stereo not given)	i	i	i	i	i	i	i	i	i	i	i
COc1ccc(/C(O)=C2/C(=O)C(=O)N(CCCN(C)C)C2c2ccc(Cl)cc2)cc1OC (stereo not given)	i	i	i	i	i	i	i	i	i	i	i
CCOC(=O)C1CN(c2cc3c(cc2F)c(=O)c(C(=O)O)cn3CC)OC1C(=O)OCC (stereo not given)	i	i	i	i	i	i	i	i	i	i	i
COc1ccc(N2CCN(C(=O)c3cn(CC4CCCCC4)nn3)CC2)cc1	i	i	i	i	i	i	i	i	i	i	i
Cc1[nH]c2ccccc2c1C(=O)C(=O)Nc1ccc2c(c1)OCO2	i	i	i	i	i	i	i	i	i	i	i
O=C(CCSCc1cccc(F)c1)NCc1ccc(F)cc1	i	i	i	i	i	i	i	i	i	i	i
Nc1c(C(=O)NCCN2CCOCC2)c2nc3ccccc3nc2n1-c1cccc(F)c1	i	i	i	i	i	i	i	i	i	i	i
O=c1c2ccc([N+](=O)[O-])cc2ncn1Cc1ccccc1C(F)(F)F	i	i	i	i	i	i	i	i	i	i	i
Cc1ccc(-n2ncc3c2CC(C)(C)CC3NC(=O)CCc2ccc(=O)[nH]n2)cc1 (stereo not given)	i	i	i	i	i	i	i	i	i	i	i
Cc1cccc(NC(=O)COC(=O)Cc2c[nH]c3ccccc23)c1C	i	i	i	i	i	i	i	i	i	i	i
O=C(CSc1ncnc2c1oc1ccccc12)NC1CCCC1	i	i	i	i	i	i	i	i	i	i	i
CCn1c(COc2ccccc2)nnc1SCC(=O)Nc1ccc2c(c1)OCCO2	i	-33*	i	i	i	i	i	i	i	i	i
CCN1CCN(Cc2ccc(NC(=O)c3ccc(C)c(NC(=O)C4=NN(c5ccccc5)C(=O)C4)c3)cc2C(F)(F)F)CC1	i	i	i	i	i	i	i	i	i	i	i
CC(C)(C)c1ccc(/C=N/Nc2nncn2N)cc1	i	i	i	i	i	i	i	i	i	i	i
CCOc1ccc2nc(NC(=O)CSc3nc4c(c(=O)n(C)c(=O)n4C)n3CC)sc2c1	i	·	i	i	i	i	i	i	i	i	i
COc1ccc(C(=O)Nc2nc(CC(=O)NCCc3ccccc3)cs2)cc1	i	i	i	i	i	i	i	i	i	i	i
CC1CCN(CCc2nc3cc(NC(=O)C(C)C)ccc3n2C)CC1	i	i	i	i	i	i	i	i	i	i	i
O=C(Oc1ccc(N2C(=O)CCC2=O)cc1)c1ccccc1Cl	i	i	i	i	i	i	i	i	i	i	i
O=C(NC(=S)Nc1ccccc1N1CCN(C(=O)c2ccccc2)CC1)c1cccs1	i	i	i	i	i	i	i	i	i	i	i
COc1ccc2nc(N3C(=O)C(O)=C(C(=O)c4ccco4)C3c3ccccc3OC)sc2c1 (stereo not given)	i	i	i	i	i	i	i	i	i	i	i
CC1(C)C(=O)Nc2ccccc2N1C(=O)COc1ncnc2ccccc12	i	i	i	i	i	i	i	i	i	i	i
Cc1cccc(-c2c3c(=O)n(C)c(=O)n(C)c3cn2CC2CCCO2)c1 (stereo not given)	i	i	i	i	i	i	·	i	i	i	i
CCOCCCNC1=C(Cl)C(=O)c2ccccc2C1=O	i	i	i	5.5*	i	i	i	i	i	i	i
CCOCCCNC(=O)c1ccc(OC(C)=O)cc1	i	i	i	i	i	i	i	i	i	i	i
CCOC(=O)C1=C(N)c2ccccc2CC1C(C)C (stereo not given)	i	i	i	i	i	i	i	i	i	i	i
CCCCCCOc1ccc(N2C(=O)CC(N3CCN(CCN=CC4=C(O)CC(C)(C)CC4=O)CC3)C2=O)cc1 (stereo not given)	i	i	i	i	i	i	i	i	i	i	i
O=C(CSc1nc2ccccc2c(=O)n1-c1ccccc1Cl)Nc1cccc(S(=O)(=O)N2CCOCC2)c1	i	i	i	i	i	i	i	i	i	i	i

Continued.
SMILES	ANO1 block	ANO1 activ	MrgX1 ag	RGS4 inh	TRPC4 potent	MrgX1 antagonist	TRPC4 inh	TRPC6 inhibitor	TRPC4 act	TRPC6 act	MrgX1 PAM
Cc1c(C(=O)NCC2CCCO2)oc2c(Cl)cccc12 (stereo not given)	i	i	i	i	i	i	i	i	i	i	i
N#Cc1nc(N2CCCCC2)nc(N2CCOCC2)n1	i	i	i	i	i	i	i	i	i	i	i
O=S(=O)(c1cccc2nonc12)N1CCCCC1	i	i	i	i	i	i	i	i	i	i	i
CCOC(=O)c1c(C)[nH]c(C)c1C(=O)COc1ncnc2cc([N+](=O)[O-])ccc12	i	i	i	i	i	i	i	i	i	i	i
Cc1cc(C(=O)Nc2cc(Br)ccc2O)on1	i	·	i	i	i	i	i	i	i	i	i
Cc1ccccc1-n1nnc2c(=O)oc3ccccc3c21	i	i	i	i	i	i	i	i	i	i	i
CN(CCOC(=O)c1ccc2c(c1)OCO2)C(C)(C)C	i	i	i	i	i	i	i	i	i	i	i
CCNC(=O)C(CC(C)C)NC(=O)C(CO)NC(=O)C1CCC(=O)N1 (stereo not given)	i	i	i	i	i	i	i	i	i	i	i

Screens (PubChem BioAssay)
